PKA-R1A act – activates the PKA-R1A holoenzyme complex | activation, % at 11.4 µM | 340,000 tested, 0.083% active | P00514+P68181 | PKA-R1A dissociation, Cy5-IP20 fluorescence polarization; scaled: DMSO 0%, 113 µM cGMP 100%;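 active = percent activation above the mean of all tested compounds plus 3 SD, cut at about 19% in these data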;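 note: higher means more PKAc released from R1A so a rise in polarization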
Mot1-301 SUMO – inhibitors of SUMOylation pathway: yeast Mot1-301 growth rescue; S. cerevisiae Mot1-301 growth rescue, ATP luminescence, 38.5C; percent above DMSO median, 100 means doubled; growth rescue, % at 18.8 µM; 320,000 tested, 1% active;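 active = every valid replicate shows activation above 250% relative to neutral control wells; inactive = the rest, any valid replicate at or below 250%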;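 note: OY570 slx delta 5 strain wells were the positive control but not used for scaling; some compounds called inactive have numbers as strong as hits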
CDK5 inh – blocks human CDK5/p35 kinase activity. AID 488839. inhibition, % at 10 µM. Recombinant CDK5/p35, ADP-Glo luminescence, 60 min. 330,000 tested, 0.01% active;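 active = highest replicate inhibition of at least 50% and at least 75% of replicates reaching 50%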;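 note: plate controls were DMSO neutral control for no effect and GW8510 at 10 µM for full effect; many of its hits are not listed in these tables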
Target sequence (Q00535 whole entry, looked up): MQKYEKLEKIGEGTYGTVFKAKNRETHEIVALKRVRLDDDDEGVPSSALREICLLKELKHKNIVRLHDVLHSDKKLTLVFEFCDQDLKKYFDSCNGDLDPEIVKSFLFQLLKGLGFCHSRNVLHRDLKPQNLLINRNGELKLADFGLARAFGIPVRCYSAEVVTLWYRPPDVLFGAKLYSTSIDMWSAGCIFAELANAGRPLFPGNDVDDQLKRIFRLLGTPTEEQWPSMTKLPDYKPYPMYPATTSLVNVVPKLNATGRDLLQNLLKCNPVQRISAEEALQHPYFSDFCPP
Target sequence (Q15078 whole entry, looked up): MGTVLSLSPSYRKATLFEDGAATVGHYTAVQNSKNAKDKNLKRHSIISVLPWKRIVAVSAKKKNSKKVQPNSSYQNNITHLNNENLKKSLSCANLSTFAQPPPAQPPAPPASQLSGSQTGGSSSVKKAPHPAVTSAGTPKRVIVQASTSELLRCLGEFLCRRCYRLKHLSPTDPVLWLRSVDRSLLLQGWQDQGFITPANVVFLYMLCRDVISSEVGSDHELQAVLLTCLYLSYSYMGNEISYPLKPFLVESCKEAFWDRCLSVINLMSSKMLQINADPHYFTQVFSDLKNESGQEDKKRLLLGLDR
MITF act – increases MITF-driven TRPM1 promoter luciferase signal | 300,000 tested, 0.75% active | SK-MEL-5 TRPM1-promoter luciferase, 24 h; % of positive control, neutral wells = 0 | activation, % at 12.5 µM;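 active = mean activation of at least 80% with every replicate also reaching 80%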;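 note: 0% = neutral control wells and 100% = parthenolide positive control wells; values of inactives mirror those of a sister screen read the other way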
dFosB act – mouse delta FosB homodimer activation. P13346. AID 493131. 340,000 tested, 0.99% active. activation, % at 25 µM. purified delta FosB, TAMRA-CDK5 oligo fluorescence polarization; percent of positive-control signal above neutral wells;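 active = mean activation above about 17%, with every replicate also reaching it, limit read from the data, passing the limit was not always enough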;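 note: fluorescence polarization rise as delta FosB binds a TAMRA Cdk5 AP-1 oligo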
SR-BI DiI inh – inhibitors of mouse SR-BI mediated HDL lipid uptake; inhibition, % at 12.5 µM; Q61009; 320,000 tested, 0.96% active; ldlA[mSR-BI] CHO cells, DiI-HDL uptake fluorescence, 3 h;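 active = mean replicate inhibition of at least 70% and a set share of replicates each scoring 70 or more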;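 note: 0% = median of neutral control wells and 100% = median of positive control wells; values of inactives mirror those of a sister screen read the other way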
Target sequence (Q61009 whole entry, looked up): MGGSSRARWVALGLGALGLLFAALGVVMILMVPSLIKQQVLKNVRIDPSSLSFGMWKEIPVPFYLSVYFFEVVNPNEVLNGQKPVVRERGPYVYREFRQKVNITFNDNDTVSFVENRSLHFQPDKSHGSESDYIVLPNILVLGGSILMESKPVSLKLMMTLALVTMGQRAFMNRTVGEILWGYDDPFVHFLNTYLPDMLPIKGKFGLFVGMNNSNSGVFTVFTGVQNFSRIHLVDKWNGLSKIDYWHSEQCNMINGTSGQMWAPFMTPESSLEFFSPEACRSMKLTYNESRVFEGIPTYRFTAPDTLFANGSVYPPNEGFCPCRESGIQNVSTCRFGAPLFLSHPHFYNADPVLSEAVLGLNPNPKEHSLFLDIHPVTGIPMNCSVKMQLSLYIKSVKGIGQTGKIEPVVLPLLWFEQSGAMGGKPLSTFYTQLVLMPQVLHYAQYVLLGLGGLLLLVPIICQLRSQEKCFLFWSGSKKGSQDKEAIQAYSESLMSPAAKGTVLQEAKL
SR-BI DiI-HDL act – SR-BI HDL lipid transfer activation | CHO ldlA[mSR-BI] cells, DiI-HDL uptake fluorescence, 3 h; 100 = double the neutral-control signal | activation, % at 12.5 µM | 320,000 tested, 0.096% active | AID 504775;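 active = mean replicate activation of at least 60% and every replicate at or above 60%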;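 note: 0% = median plate neutral-control signal and 100% = twice that signal; values of inactives mirror those of a sister screen read the other way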
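system = CHO ldlA[mSR-BI] cells, LDL receptor-null, SR-BI overexpressing | medium = Ham's F12 with 0.5% BSA, HEPES 25 mM, pH 7.4 | probe or stimulus = DiI-HDL 10 µg/mL | compound dosing = single-point compound dose | incubation = compound exposure 3 h, 37 °C | technique = DiI fluorescence, bottom read | read-out = cell-associated DiI fluorescence as measure of HDL uptake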
NSD2 HMT inh – inhibitors of human histone methyltransferase NSD2 | inhibition, % at 12.5 µM | NSD2 peptide methylation, AlphaScreen, 120 min | O96028 | 310,000 tested, 0.54% active | AID 743445; in the data active = inhibition above about 50%
PKA-R2B activ – activates the human PKA-R2B holoenzyme complex; P22694+P31323; PKA-R2B holoenzyme dissociation, Cy5-IP20 fluorescence polarization; R2B truncated from residue 108, S112A mutant; 0% DMSO only, 100% 113 µM cGMP; activation, % at 11.4 µM; 340,000 tested, 0.079% active; AID 504700;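 active = activation above a cutoff set at the mean over all compounds plus 3 SD, cut at about 18% in these data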;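 note: higher means more holoenzyme dissociation and a rise in polarization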
Arrestin-AP2 inh – inhibitors of human beta-arrestin and AP2 interaction; 340,000 tested, 0.31% active; inhibition, % at 10 µM; FITC-arrestin peptide / GST-AP2 beads, flow cytometry; AP2 beta2 appendage carries R879A mutation;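 active = inhibition above a set limit, near 3 SD of compounds lacking own fluorescence, cut at about 54% in these data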;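 note: plate controls were DMSO wells for no effect and 5 µM unlabelled arrestin peptide for full effect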
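Measured by: flow cytometry, FL1 (488/535 nm); Material: AP2 appendage R879A on GSH beads; Evaluation: percent response; Timing: pre-incubation 12 min, peptide binding 1 h, room temperature; Also added: 50 nM FITC-arrestin peptide; Medium: PBS with 0.05% Tween 20 and 0.1% BSA.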
Pemphigus Ab inh – human desmoglein-3 autoantibody binding inhibition; P32926; DSG3-coupled beads, scFv-anti-DSG3-GFP binding, flow cytometry; hits give low values; binding (percent of control), % at 10 µM; 310,000 tested, 0.48% active; AID 588358;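 active = binding more than 3 SD below its plate's average and above zero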;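 note: hits lower antibody fragment binding to DSG3; some compounds called inactive have numbers as strong as hits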
Starred values were filed as active, the others as inactive; / = not tested or not shown; & = joins results of further samples. Rows were taken by chance; about 4.7% have a hit in one of these screens.

SMILES	PKA-R1A act	Mot1-301 SUMO	CDK5 inh	MITF act	dFosB act	SR-BI DiI inh	SR-BI DiI-HDL act	NSD2 HMT inh	PKA-R2B activ	Arrestin-AP2 inh	Pemphigus Ab inh
CCOC(=O)C1=C(C)NC(C)=C(C(=O)OCC)C1c1ccc(O)cc1	-11	23	-1.0	1	1	17	-17	38	-1	2	/
O=C(Nc1c2c(nn1-c1ccccc1)CS(=O)(=O)C2)c1ccccc1Br	9	1	0.3	8	1	-14	14	-1	-2	4	/
COc1ccc(N(CC(=O)Nc2ccc(C(C)C)cc2)S(=O)(=O)c2c(C)noc2C)cc1	-8	-2	-0.4	-3	2	4	-4	-2	-7	5	99
COc1ccc(C(=O)CSc2n[nH]c(C)n2)cc1[N+](=O)[O-]	/	10	-0.4	11	4	16	-16	-2	/	-34	/
C/C(=N\NC(=O)CSc1nc(C)cc(C)n1)c1ccc2c(c1)OCCO2	-1	9	0.8	29	3	3	-3	-4	7	36	111
CC(C)[C@H](NC(=O)N1c2ccccc2NC(=O)[C@@H]1C(C)C)C(=O)N[C@@H](Cc1c[nH]c2ccccc12)C(=O)O	-4	22	-1.7	-11	-1	1	-1	/	-5	2	101
COc1cc(C(=S)N2CCC(C(N)=O)CC2)ccc1O	0	-14	-1.6	-1	4	-7	7	11	-9	-3	89
Cn1nc(C(F)(F)F)c(C#N)c1N1CCN(c2ccccc2)CC1	0	-4	0.0	27	-1	32	-32	-4	8	1	106
COc1ccc(-c2cc3ccccc3s2)cc1[C@H]1[C@H]2C=CC[C@@H](C)[C@@H]2C(=O)N1Cc1ccccc1	4	0	2.5	66	1	/	/	/	-7	1	100
CSc1ccccc1NC(=O)CN1c2ccccc2CC1C (configuration not stated)	-7	-27	0.9	-7	-6	/	/	-1	-10	-2	101
O=C(COC(=O)C1CCCN1C(=O)c1cccs1)c1ccccc1 (configuration not stated)	-8	/	1.2	-5	-2	/	/	-1	6	1	103
O=C(c1cccc(Br)c1)c1coc2ccc(O)cc12	-2	1	0.5	90*	-8	16	-16	2	-1	-12	102
O=C(CSc1cccc2cccnc12)Nc1ccc(S(=O)(=O)N2CCOCC2)cc1	-10	-16	-2.3	-8	-1	-5	5	-4	-4	-2	87
CCN(CC)S(=O)(=O)c1ccc(S(=O)(=O)N2CCCC(C(=O)NC3CC3)C2)cc1 (configuration not stated)	1	9	-1.8	-17	3	/	/	-2	-1	23	99
CCc1nnc(NC(=O)CSc2nnc(-c3c[nH]c4ccccc34)n2CC)s1	-1	-13	0.7	17	0	-16	16	/	-4	0	100
CCOC(=O)[C@H](CCc1ccccc1)N[C@@H](C)C(=O)N1CCC[C@@H]1C(=O)O	8	0	0.5	9	2	9	-9	/	-4	-5	106
Cc1nc(-c2coc3cc(C)c(N=O)c(O)c3/c2=N\N)cs1	-1	20	-3.6	8	6	0	0	1	11	8	94
COc1ccc(OCc2cc(/C=N\NC(=O)c3ccccc3)ccc2OC)cc1	3	4	0.8	-7	-6	24	-24	1	1	-10	96
COc1ccc(C2SCC(=O)N2c2nc3ccccc3s2)cc1 (configuration not stated)	-4	183	1.6	12	-2	13	-13	-3	-13	-8	82
COc1ccccc1C(=O)N/C(=C/c1ccc(Br)cc1)C(=O)NCCCn1ccnc1	-3	4	-0.5	-16	-3	6	-6	6	-2	37	/
CC(C)CC(c1nnnn1C(C)(C)C)N1CCN(Cc2ccccc2)CC1 (configuration not stated)	-2	-5	0.5	-5	-4	-6	6	4	-4	13	102
O=C1Cc2ccccc2Sc2ccc(O)cc21	-12	-15	-2.1	-20	-3	-9	9	6	2	8	91
CC(C)C(NC(=O)c1ccccc1Cl)C(=O)OCc1nc2scc(-c3ccccc3Cl)c2c(=O)[nH]1 (configuration not stated)	0	145	0.7	-9	-12	12	-12	/	-3	22	97
CCOc1ccc(-n2nnc3c(=O)n(CC(=O)c4ccccc4)cnc32)cc1	-15	-1	0.4	/	3	-4	4	/	-1	-5	97
CC(C)C(=O)Nc1ncc(Cc2cccc(Cl)c2)s1	-10	-13	2.4	20	-4	-5	5	2	-1	0	96

Structures above printed as active in MITF act:
SMILES	PKA-R1A act	Mot1-301 SUMO	CDK5 inh	MITF act	dFosB act	SR-BI DiI inh	SR-BI DiI-HDL act	NSD2 HMT inh	PKA-R2B activ	Arrestin-AP2 inh	Pemphigus Ab inh
O=C(c1cccc(Br)c1)c1coc2ccc(O)cc12	-2	1	0.5	90*	-8	16	-16	2	-1	-12	102

Remaining list, next part:
SMILES	PKA-R1A act	Mot1-301 SUMO	CDK5 inh	MITF act	dFosB act	SR-BI DiI inh	SR-BI DiI-HDL act	NSD2 HMT inh	PKA-R2B activ	Arrestin-AP2 inh	Pemphigus Ab inh
O=C(NCC1CCCO1)c1cccc(NC(=O)c2ccccc2)c1 (configuration not stated)	5	166	0.4	-1	-8	-10	10	1	-4	11	/
CCN1CCN(c2ccccc2NC(=O)c2ccc(-n3cccn3)cc2)CC1	1	6	0.2	3	-6	42	-42	14	-2	-4	/
C=C(C(=O)c1ccccc1)C(C)CC(=O)c1ccccc1 (configuration not stated)	6	3	1.7	-1	-6	-16	16	3	6	14	101
O=C(CSCc1ccc(Cl)cc1)Nc1cccc(C(=O)Nc2ccccc2C(=O)O)c1	-9	-8	-0.8	-4	-14	-33	33	-3	-1	7	104
O=C(c1cc(COc2ccc(F)cc2Cl)on1)N1CCN(c2cnccn2)CC1	-4	-6	0.0	1	-11	9	-9	0	-6	3	/
Cc1cc(C)c(C(=O)c2ccccc2)c(C)c1	-1	/	2.4	-3	3	-4	4	-1	-1	25	122
Cc1c(C(=O)OCC(=O)NC(C)c2ccccc2)oc2ccccc12 (configuration not stated)	10	-3	2.3	-6	20*	-2	2	-1	-4	1	109
C[n+]1ccccc1/C=N/O	3&11	43&-28&4	0.3&-0.2	5&-4	-4&4	-1&6	1&-5	/	-9&4	0&-1	96&97
COc1ccc(C(=O)NCC(=O)N2CCNC(=O)C2)cc1OC	-9	-13	-3.7	0	-5	-2	2	-4	-4	23	/
Cc1nc2ccccc2c(=O)n1/N=C/c1ccncc1	-7	2	0.5	/	-10	-15	15	2	2	-1	104
Cc1ccc(C(=O)Nc2ccccc2N2CCN(C(=O)C(C)C)CC2)cc1	-3	156	1.7	/	-3	66	-66	-7	-5	2	/
FC(F)(F)c1ccc(NC(=S)NCc2ccccc2)cc1	-6	12	0.6	-13	-3	-1	1	-5	6	25	103
FC(F)(F)c1cccc(N2Cc3ccccc3C2)c1	4	/	1.7	41	-8	-15	15	2	-10	-12	93
Cc1cc(-c2csc(N)n2)c(C)n1-c1ccc(Cl)c(Cl)c1	5	15	-0.6	-10	-1	70*	-70	0	-10	8	93
COC(=O)c1cccnc1NC(=S)NC1CCCCC1	-16	196	0.8	0	-6	1	-1	2	-4	-20	116
CCNC(=O)/C(C#N)=C/c1c(N(Cc2ccccc2)Cc2ccccc2)nc2ccccn2c1=O	-3	17	2.5	0	0	-12	12	0	1	4	109
CC1CCCC(NC(=O)COC(=O)/C=C/c2ccc(S(=O)(=O)N3CCOCC3)cc2)C1C (configuration not stated)	-2	33	-1.3	-2	3	-10	10	1	3	4	91
CN(C1(C)CCS(=O)(=O)C1)S(=O)(=O)c1ccc2ccccc2c1 (configuration not stated)	-8	-9	0.8	-9	-4	12	-12	/	-2	0	107
CCc1noc(C)c1C(=O)Nc1ccc(S(=O)(=O)N2CCCCC2)cc1	5	11	-0.3	-5	-7	-2	2	4	-9	32	101
COc1ccc2nc(SCc3ccccc3C)nc(C)c2c1	-10	91	1.0	69	8	10	-10	-2	-12	-17	92
Cc1cc2ccccc2c(=O)n1CC(=O)NCCC1=CCCCC1	-4	-5	-1.6	-4	-11	-13	13	3	-3	13	/
O=C(O)CN1C(=O)CSc2ccccc21	-6	-4	0.0	/	-8	8	-8	-1	8	-7	106
Cc1cccc(NC(=O)CCS(=O)(=O)c2cccc3nonc23)c1C	-6	-4	-1.1	/	10	/	/	-4	7	3	109
CCOc1nc(-c2ccc(C)cc2)ccc1-c1noc(COC)n1	-6	-1	0.5	/	-13	43	-43	1	-2	6	100
Cc1ccc(C(=O)N/N=C\c2ccccc2[N+](=O)[O-])cn1	-1	/	-1.9	61	1	13	-13	0	-2	4	82
The list continues:
SMILES	PKA-R1A act	Mot1-301 SUMO	CDK5 inh	MITF act	dFosB act	SR-BI DiI inh	SR-BI DiI-HDL act	NSD2 HMT inh	PKA-R2B activ	Arrestin-AP2 inh	Pemphigus Ab inh
Cc1ccc(NS(=O)(=O)c2c(C)[nH]c(=O)[nH]c2=O)cc1C	-11	6	-1.6	-5	-1	-24	24	-2	2	2	100
CC(=O)Nc1ccc(S(=O)(=O)N(Cc2ccccc2)c2ccccc2)cc1	-17	-5	-2.6	-9	-5	15	-15	-1	-9	4	101
C[C@@H](CN1C2=NC[C@H](Cc3ccc(O)cc3)N2C[C@H]1Cc1ccc(O)cc1)NC(=O)CCC1CCCCC1	6	4	-1.0	-2	10	-10	10	/	-12	-9	104
COC(=O)C(Cc1cnc[nH]1)NC(=O)C1CCC(=O)N1 (configuration not stated)	1	-4	-1.3	-3	-1	-3	3	-3	-5	-12	100
CCN(CCO)C(=O)c1ccc2nc(Cc3ccc(OC)cc3)oc2c1	1	5	0.2	/	5	-6	6	-4	0	35	114
O=C(CN1C(=O)NC2(CCCC2)C1=O)OCC(=O)c1cccc(Cl)c1	3	/	0.6	69	-6	0	0	-2	5	24	99
O=C(COC(=O)c1cccnc1Cl)Nc1cccc(S(=O)(=O)N2CCCCC2)c1	-10	-7	-1.4	2	-6	12	-12	1	3	-16	97
COc1cc(/C=C/C(=O)NC(C)CCc2ccccc2)cc(OC)c1OC (configuration not stated)	-3	9	0.7	-1	-8	-19	19	-2	1	28	/
COc1ccccc1OCC(=O)N(Cc1nc(-c2ccc(Cl)cc2)no1)C(C)C	-8	-11	-1.7	5	-10	33	-33	/	2	0	102
CCCC(=O)N1CCCC(c2nc(-c3cccc(OC)c3)no2)C1 (configuration not stated)	-3	-10	1.3	63	-3	-1	1	-3	-3	-1	99
O=[N+]([O-])C1=CC=C2C(=NC3(CCCCC3)N2O)C1=NCCO	10	436	2.1	-9	-14	-11	11	10	4	7	121
CC(=O)Nc1ccc(NC(=O)C(C)OC(=O)/C=C/c2cccs2)cc1 (configuration not stated)	-6	-22	0.5	13	-3	15	-15	1	2	-17	104

Screening data (PubChem BioAssay)
